Sm TGR block = blocks Schistosoma mansoni thioredoxin glutathione reductase; Potency, µM (titrated, usually from 114 µM), for the others: at the top dose activity change, negative = inhibition, usual class: inhibitors; 360,000 compounds, 3% hits; purified TGR, DTNB reduction, TNB absorbance 405 nm; AID 485364; Q962Y6; also: potency is read from the fitted curve at half-maximal effect; nearly all actives have a fitted effect of over 60% in size
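TGR 20 nM + NADPH 100 uM (dispensed conc.), cpd preinc 15 min RT; start with NADPH (500 uM addition) then DTNB (15 mM addition). Kinetic TNB absorbance, 405 nm filter. Four-parameter Hill fit across titration.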
AmpC detergent = blocks E. coli AmpC beta-lactamase in detergent assay | P00811 | AmpC hydrolysis of nitrocefin, absorbance 480 nm, 0.01% Triton | Potency, µM (top dose mostly 114 µM), without a hit: top-dose activity change, negative = inhibition, most hits filed as inhibitors | 370,000 compounds, 0.041% hits;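 also: potency is read from the fitted curve at half-maximal effect; 0% = no-compound wells and -100% = no-enzyme wells; nearly all actives have a fitted effect of over 25% in size; some results filed as inactive show a strong effect at the top dose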
Target sequence (P00811 whole entry, looked up): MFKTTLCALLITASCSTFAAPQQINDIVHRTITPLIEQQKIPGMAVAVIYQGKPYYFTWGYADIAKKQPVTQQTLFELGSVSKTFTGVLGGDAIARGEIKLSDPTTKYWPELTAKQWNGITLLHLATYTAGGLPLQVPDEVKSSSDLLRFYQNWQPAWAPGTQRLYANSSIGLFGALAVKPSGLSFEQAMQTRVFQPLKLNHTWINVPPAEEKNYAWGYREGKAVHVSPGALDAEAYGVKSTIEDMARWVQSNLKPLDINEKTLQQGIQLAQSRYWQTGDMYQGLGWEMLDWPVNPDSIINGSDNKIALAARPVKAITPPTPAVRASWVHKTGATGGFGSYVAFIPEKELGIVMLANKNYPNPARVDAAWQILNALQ
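AmpC (5.3 nM in the dispensed reagent) in 20 mM phosphate pH 7.0 with 0.01% (detergent screen) or 0.0001% Triton X-100 was preincubated with compounds for 15 min at room temperature. Nitrocefin was then added from an 800 uM solution, and hydrolysis was followed at 480 nm.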
HCV inh = inhibitors of hepatitis C virus infection; 340,000 compounds, 3.4% hits; AID 651820; Potency, µM (titrated, usually from 41.8 µM), for inactives: at the top dose activity change, negative = inhibition, hits mostly inhibitors; Huh7.5.1 HCVcc-Cre infection, luciferase reporter, 44 h; also: potency is read from the fitted curve at half-maximal effect
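Infectious HCVcc-Cre (~0.5 moi) was added to cells just after compound, with cells seeded 4 h earlier at 1,000 per well. Luciferase activity after 44 h culture reported infection; substrate was incubated 15 min at room temperature before reading.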
FBPA Giardia inh = inhibitors of Giardia lamblia fructose-1,6-bisphosphate aldolase. purified Giardia FBPA. Potency, µM (titrated, usually from 59.6 µM), for the others: top-dose activity, negative = inhibition, usual class: inhibitors. 290,000 compounds, 0.71% hits; also: potency is read from the fitted curve at half-maximal effect; nearly all actives have a fitted effect of over 55% in size
Target sequence (A8B2U2 whole entry, looked up): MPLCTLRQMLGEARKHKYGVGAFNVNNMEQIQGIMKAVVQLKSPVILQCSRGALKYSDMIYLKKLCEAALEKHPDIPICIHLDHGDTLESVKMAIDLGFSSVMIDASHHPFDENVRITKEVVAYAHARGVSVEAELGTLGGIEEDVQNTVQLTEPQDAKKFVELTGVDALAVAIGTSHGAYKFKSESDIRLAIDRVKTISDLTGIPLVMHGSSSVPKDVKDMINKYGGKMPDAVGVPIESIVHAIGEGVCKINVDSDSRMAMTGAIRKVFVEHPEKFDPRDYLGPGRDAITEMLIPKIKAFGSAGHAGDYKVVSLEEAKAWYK
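Giardia FBPA (40 nM reagent) was preincubated 10 min at RT with compound (up to 57.5 uM final), then substrate plus GAPDH/TPI/NAD/arsenate coupling system with diaphorase/resazurin was added; resorufin fluorescence (525/598 nm) was read after 20 min.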
AMA1-RON2 inh = inhibitors of Plasmodium falciparum AMA1-RON2 interaction | AID 720542 | Potency, µM (highest dose often 58.2 µM), without a hit: at the top dose activity change, negative = inhibition, most hits filed as inhibitors | 360,000 compounds, 0.2% hits | AlphaScreen AMA1-biotinylated RON2 peptide binding;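 also: potency is read from the fitted curve at half-maximal effect; 0% = vehicle wells and -100% = peptide control; nearly all actives have a fitted effect of over 45% in size; some results filed as inactive show a strong effect at the top dose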
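AMA1 (3D7) with his tag at 25 nM final met compounds first, then biotinylated RON2 peptide at 25 nM; detection used donor plus acceptor beads, 10 µg/mL apiece, read by AlphaScreen after 30 min at room temperature.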
HCMV inh = inhibitors of human cytomegalovirus; 410,000 compounds, 4.5% hits; AID 1259415; HFF cells, HCMV-luciferase reporter, 72 h; active compounds read low; activity change, negative = inhibition, % at 57.5 µM; in the data active = activity change below about -60%; inconclusive = no clear call, values can overlap the other calls; inactive = above about -39%
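Compounds were evaluated in HFFs infected with an HCMV luciferase reporter virus (MOI 1 PFU/cell). Luciferase in lysates collected 72 h post infection served as the replication measure.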
* = called active by the depositor; ? = inconclusive; . = no result given; [ ] = remark or other dose. Unless noted, calls follow the shape of the dose curve; as a rule, active = well fitted curve in the direction sought with a large enough effect; inconclusive = small, poorly fitted or top-dose-only effect, or another doubt; inactive = no such curve, though single readings can be large; an effect the other way counts as inactive or inconclusive. Unless noted, % is scaled to controls: 0 for no effect and ±100 for the full control effect.

Start of the listing, in advance (five entries):
SMILES | Sm TGR block | AmpC detergent | HCV inh | FBPA Giardia inh | AMA1-RON2 inh | HCMV inh
Cc1cccc(OC(=O)Cn2c(C(F)(F)F)nc3ccccc32)c1 | -5% | 4% | -12% | 8% | 27% | 24
COc1cc(S(=O)(=O)N2CCCCC2)ccc1NC(C)=O | -4% | ? | 2% | 1% | 5% | -21
Cc1nn(Cc2c(F)cccc2Cl)c(=O)c2ccccc12 | 9% | 5% | 6% | 7% | -21% | -24
COc1cc(F)c(C2=CC(=O)CC(C)(C)C2)cc1F | 1% | 8% | 1% | . | 8% | 16
COc1ccc(C(=O)NCCS(=O)(=O)N2CCOCC2)cc1 | -1% | -12% | 0%[8.37 µM] | . | 17% | -40

All compounds of this part, from the start:
SMILES | Sm TGR block | AmpC detergent | HCV inh | FBPA Giardia inh | AMA1-RON2 inh | HCMV inh
Cc1cccc(OC(=O)Cn2c(C(F)(F)F)nc3ccccc32)c1 | -5% | 4% | -12% | 8% | 27% | 24
COc1cc(S(=O)(=O)N2CCCCC2)ccc1NC(C)=O | -4% | ? | 2% | 1% | 5% | -21
Cc1nn(Cc2c(F)cccc2Cl)c(=O)c2ccccc12 | 9% | 5% | 6% | 7% | -21% | -24
COc1cc(F)c(C2=CC(=O)CC(C)(C)C2)cc1F | 1% | 8% | 1% | . | 8% | 16
COc1ccc(C(=O)NCCS(=O)(=O)N2CCOCC2)cc1 | -1% | -12% | 0%[8.37 µM] | . | 17% | -40
COc1ccc(CCN=C(N)NS(=O)(=O)c2cc(F)ccc2OC)cc1 | -1% | -1% | 6% | . | -6% | 8
COc1ccc2cc(C(=O)N3CCCC(Nc4ccc(F)cc4)C3)n(C)c2c1 (stereo unspecified) | -17% | 2% | ? | . | -26% | -19
O=C(CSc1ccc2nnc(-c3ccncc3)n2n1)Nc1nccs1 | -7% | 0% | 17% | 0% | 13% | -20
C/C(CC(=O)Nc1cc(C)ccn1)=N\NC(=O)c1cccc(C)c1O | 4% | -3% | ? | . | 77%[activator] | -98*
CCOC(=O)c1c(NC(=O)C2CCCCC2C(=O)O)sc2c1CCCCC2 (stereo unspecified) | 0% | -3% | 1% | 30% | -2% | -1
CCOC(=O)N1CCN(C(=O)CN(c2ccccc2OC)S(=O)(=O)c2ccc(OC)cc2)CC1 | 3% | -3% | 16% | -1% | -8% | -27
O=S1(=O)CCOCCCN1Cc1cccc(C(F)(F)F)c1 | -22% | -8% | 4% | -10% | -3% | 50
COc1ccc(-c2cccc(CCC(=O)N3CCN(c4cc(C)ccc4C)CC3)c2)cc1 | . | . | ? | . | -5% | ?
COc1cccc(CNC(=O)CCCn2c(=S)[nH]c3cc4c(cc3c2=O)OCO4)c1 | 3% | -5% | ? | . | 86%[activator] | -23
Cc1cccc(-c2nc(SCC(=O)Nc3cc(C)on3)c3c(=O)n(C)c(=O)n(C)c3n2)c1 | -1% | -3% | . | . | . | -4
COc1ccccc1N1CCN(c2ccc(N3C(=O)CCC3=O)cc2[N+](=O)[O-])CC1 | -1% | -5% | -18% | 2% | 0% | -39
O=C(CC(=O)NC1CCCCC1)N/N=C/c1ccccc1Cl | 1% | -18% | 0% | 1% | -27% | ?
COCCn1c(C)cc(C(=O)COC(=O)c2ccc(Cl)c(S(N)(=O)=O)c2)c1C | -1% | -20% | 0%[8.37 µM] | . | ? | -21
Cc1ccc(C(=O)CN(Cc2ccccc2)C2=NCCS2)cc1 | 7% | -4% | ? | -1% | -6% | -26
CCOC(=O)c1cc(C(C)=O)n2ccccc12 | 2% | 1% | ? | 6% | -5% | 22
CCOc1ccccc1CNC(=O)C1CCN(c2nc3ccccc3nc2C(F)(F)F)CC1 | -1% | 2% | . | . | . | 4
CCOC(=O)C1CCN(C2CC(=O)N(c3ccc(OCC)cc3)C2=O)CC1 (stereo unspecified) | 50µM* | -6% | 6% | 6% | -12% | 29
Cn1c(SCc2cccc([N+](=O)[O-])c2)nc2c(c1=O)SCC2 | 0% | ? | ? | 2% | ? | -72*
COCC1CCN(C(=O)C2CCC(=O)N(CC3CCCCC3)C2)CC1 (stereo unspecified) | 6% | 0% | 16% | . | 1% | -33
CC(Sc1ncccn1)C(=O)N1CCc2ccccc21 (stereo unspecified) | 4% | ? | 12% | . | -13% | -11

An excerpt from above in order of molecular weight, ascending.
SMILES | Sm TGR block | AmpC detergent | HCV inh | FBPA Giardia inh | AMA1-RON2 inh | HCMV inh
COc1cc(F)c(C2=CC(=O)CC(C)(C)C2)cc1F | 1% | 8% | 1% | . | 8% | 16
CC(Sc1ncccn1)C(=O)N1CCc2ccccc21 (stereo unspecified) | 4% | ? | 12% | . | -13% | -11
Cc1cccc(OC(=O)Cn2c(C(F)(F)F)nc3ccccc32)c1 | -5% | 4% | -12% | 8% | 27% | 24
CCOC(=O)N1CCN(C(=O)CN(c2ccccc2OC)S(=O)(=O)c2ccc(OC)cc2)CC1 | 3% | -3% | 16% | -1% | -8% | -27

Other entries follow:
SMILES | Sm TGR block | AmpC detergent | HCV inh | FBPA Giardia inh | AMA1-RON2 inh | HCMV inh
O=Cc1cn(Cc2ccccc2)nc1-c1cccnc1 | -1% | 5% | 6% | 2% | 4% | ?
NNC(=O)c1cccc(COc2ccccc2Br)c1 | 7% | 1% | 20% | -6% | 59%[activator] | 165
Cc1onc(-c2ccccc2)c1C(=O)Nc1nc2c(s1)CCCC2 | -1% | ? | ? | -12% | 0% | -25
O=S(=O)(NCC(c1ccco1)N1CCN(c2ccc(F)cc2)CC1)c1ccc(F)cc1 (stereo unspecified) | -7% | -4% | 6% | -2% | 0% | 1
O=C(NC1(O)C(=O)c2ccccc2C1=O)c1ccc(C(F)(F)F)cc1 | -21% | 2% | 3% | ? | -27% | 5
Cc1ccc(SCc2cn3cccnc3n2)cc1 | 1% | 2% | -10% | 0% | -8% | 73
COC(=O)c1c(C)noc1-c1ccc(Cl)cc1 | 11% | 2% | 22% | 3% | -2% | -64*
O=C(COC(=O)C12CC3CC(CC(C3)C1)C2)Nc1nccs1 | . | 8% | 6% | 5% | 2% | ?
CC(=O)Oc1ccc2c(=O)c(Oc3ccccc3[N+](=O)[O-])coc2c1 | -3% | 0% | 13% | 4% | -6% | 12
CCOc1ccc(Nc2ccc(S(=O)(=O)N3CCN(C)CC3)cc2[N+](=O)[O-])cc1OCC | -1% | 0% | ? | . | ? | -5
C=CCSc1nnc(-c2cc(Br)ccc2N)c(=O)[nH]1 | 2% | -10% | 17% | 4% | -7% | 25
